Screening results from PubChem BioAssay.
TAAR1 ag: agonists of human TAAR1. Q96RJ0. CHO RD-HGA16 TAAR1, Fluo-8 calcium fluorescence; vehicle wells 0%, saturating PEA agonist 100%. activation, % at 3 µM. actives 0.99% (n = 360,000). AID 624467;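 active = activation above the mean activation of all test compounds in the run plus 3 SD, cut at about 38% in these data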
Target sequence (Q96RJ0 whole entry, looked up): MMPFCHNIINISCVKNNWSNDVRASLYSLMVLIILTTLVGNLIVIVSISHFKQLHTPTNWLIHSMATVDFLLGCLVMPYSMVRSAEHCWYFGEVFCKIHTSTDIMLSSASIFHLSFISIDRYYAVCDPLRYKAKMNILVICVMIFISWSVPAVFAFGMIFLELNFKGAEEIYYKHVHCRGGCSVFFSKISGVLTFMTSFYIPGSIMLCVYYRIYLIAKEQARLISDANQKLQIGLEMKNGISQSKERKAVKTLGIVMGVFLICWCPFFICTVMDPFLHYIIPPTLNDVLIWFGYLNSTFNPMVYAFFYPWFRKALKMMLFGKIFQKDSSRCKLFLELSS
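Assay system – CHO-derived RD-HGA16 cells with stable Gα16 and human TAAR1 · Compound dosing – one-point dosing at 3 µM (nominal) · Incubation – 17-24 h seeding, 75 min 37 °C dye, 30 min RT · Measured by – kinetic Fluo-8 calcium fluorescence · Control set – DMSO vehicle as 0%, PEA at EC100 as 100% · Repeats – single well for each compound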
OXTR potentiate: human OXTR potentiation. P30559. CHO-OTR cells, Fluo-8 calcium fluorescence, potentiator mode; 0% = oxytocin EC15, 100% = EC100. activation, % at 3 µM. actives 0.061% (n = 320,000);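 active = activation above that plate's cutoff, the mean activation of tested compounds plus 3 SD, cut at about 6.6% in these data, passing the limit was not always enough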;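 also: 100% uses oxytocin at 75 nM as the full agonist control; some results filed as inactive read as strong as hits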
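Material: CHO-OTR cells, human receptor; compound dosing: single dose, 3.0 µM nominal final compound concentration; schedule: 6 min compound pre-incubation at room temperature, 100 s kinetic read; measured by: kinetic Fluo-8 calcium fluorescence; read-out basis: % activation vs EC15 and EC100 oxytocin; controls: EC15 oxytocin alone as 0%, 75 nM oxytocin as 100%; replicates: singlicate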
M1 ag: human M1 muscarinic receptor agonism; P11229; CHO-K1 hM1, Fluo-8 calcium fluorescence, agonist mode; 0% DMSO, 100% acetylcholine EC100; activation, % at 3 µM; actives 0.33% (n = 360,000); AID 588814;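 active = activation above the run's mean compound activation plus 3 SD, cut at about 16% in these data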;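 also: peak over basal fluorescence ratio within a 140 s kinetic read after compound addition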
Target sequence (P11229 whole entry, looked up): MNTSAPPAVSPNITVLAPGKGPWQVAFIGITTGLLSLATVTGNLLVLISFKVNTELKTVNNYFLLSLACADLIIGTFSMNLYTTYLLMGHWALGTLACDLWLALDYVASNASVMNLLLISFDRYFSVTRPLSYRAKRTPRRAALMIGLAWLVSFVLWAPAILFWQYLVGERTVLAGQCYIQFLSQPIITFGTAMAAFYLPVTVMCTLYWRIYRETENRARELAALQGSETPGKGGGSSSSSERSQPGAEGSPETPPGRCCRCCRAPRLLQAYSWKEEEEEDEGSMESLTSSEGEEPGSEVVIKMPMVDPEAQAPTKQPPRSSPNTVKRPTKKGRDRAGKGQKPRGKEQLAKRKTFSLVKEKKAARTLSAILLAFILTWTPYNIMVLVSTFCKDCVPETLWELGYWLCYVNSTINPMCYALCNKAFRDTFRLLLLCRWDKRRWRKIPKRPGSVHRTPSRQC
CHO-K1 Ca ag: counter-screen for M1 agonists: effect in parental CHO-K1 cells; activation, % at 3 µM; actives 0.48% (n = 360,000); AID 602248; Fluo-8 calcium fluorescence; scaled to maximal ATP response, vehicle zero; in the data active = activation above about 15%;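 also: untransfected CHO-K1 host cells lacking M1 receptor as counterscreen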
CHO parental Ca: counter-screen for OX1R antagonists: effect in parental CHO cells | parental CHO-K1, ATP-induced calcium, Fluo-8 fluorescence | inhibition, % at 5.6 µM | actives 0.63% (n = 330,000);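 active = inhibition above that plate's mean sample inhibition plus 3 SD, cut at about 26% in these data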;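 also: 0% = ATP-challenged DMSO wells and 100% = DMSO wells without ATP; some compounds past the cut are filed as inactive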
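Assay system: untransfected parental CHO cell line. Also added: ATP agonist challenge. Dosing: one dose, 5.6 µM nominal. Measured by: Fluo-8 fluorescence. Read-out: % inhibition. Benchmarks: ATP wells versus no-ATP DMSO wells. Repeats: no replicates.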
CHO-K1 Ca antag: nonselective inhibitor or artifact in parental CHO-K1 cells; ATP-induced calcium, Fluo-8 fluorescence; inhibition, % at 3 µM; actives 0.6% (n = 360,000); AID 602250;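 active = inhibition above a per-plate cutoff, the plate's mean sample inhibition plus 3 SD, cut at about 24% in these data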;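 also: 0% = DMSO plus EC80 ATP and 100% = DMSO alone without ATP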
TAAR1 antag: antagonists of human TAAR1; CHO RD-HGA16 TAAR1, Fluo-8 calcium fluorescence, antagonist; inhibition, % at 3 µM; actives 1.5% (n = 360,000);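 active = inhibition above a per-plate cutoff, the mean inhibition of test compounds on that plate plus 3 SD, cut at about 49% in these data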;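 also: 0% = DMSO plus EC80 beta-PEA response and 100% = DMSO alone without agonist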
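Test system: CHO RD-HGA16 cells bearing hTAAR1 | Reagent: β-PEA, EC80 | Compound dosing: 3 µM, single point | Schedule: Dye loading 75 min at 37 °C, then 30 min room temperature | Signal: Calcium fluorescence with Fluo-8 | Evaluation: Percent inhibition of PEA-evoked calcium signal, max/basal emission ratio | Control set: DMSO-only wells and EC80 β-PEA-stimulated wells | Repeats: Singlicate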
CHO-K1 Ca PAM: nonselective activator or artifact in parental CHO-K1 calcium assay. AID 602247. ATP EC20, Fluo-8 calcium fluorescence; 0% at ATP EC20, 100% at ATP max. activation, % at 3 µM. actives 0.02% (n = 360,000);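 active = activation above the run cutoff, the mean activation of all test compounds plus 3 SD, cut at about 40% in these data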;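 also: peak over basal fluorescence ratio in a 140 s read after ATP addition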
M1 antag: antagonists of human M1 muscarinic receptor; actives 1.3% (n = 360,000); P11229; AID 588852; inhibition, % at 3 µM; CHO-K1 hM1, Fluo-8 calcium fluorescence, ACh EC80 antagonist;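 active = percent inhibition above its own plate's cutoff, namely the mean of that plate's compound wells plus 3 SD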;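 also: peak over basal fluorescence ratio during 140 s after agonist addition; 0% = ACh EC80 plus DMSO and 100% = DMSO alone without agonist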
The depositor's hits bear a star; / = no result given; & = joins results of further samples.

item	Structure	TAAR1 ag	OXTR potentiate	M1 ag	CHO-K1 Ca ag	CHO parental Ca	CHO-K1 Ca antag	TAAR1 antag	CHO-K1 Ca PAM	M1 antag
1	CC(C)c1nnc(NC(=O)c2ccc3c(c2)OCO3)s1	4	-11	-3	0.5	-8	-23	5	8	-13
2	CC1(C)C[C@@H]2C[C@@](C)(CN2C(=O)c2ccccc2)C1	1	-6	-3	0.8	-8	-12	-27	17	-10
3	O=C(Nc1ccc(C(=O)OC[C@@H]2CCCN3CCCC[C@H]23)cc1)c1cccc(Br)c1	0	-6	-9	3.4	-3	-8	-17	23	26
4	O=C(Nc1ccc2c(c1)OCCO2)C(c1cc2ccccc2o1)N1CCN(c2ccc(F)cc2)CC1 (stereo not given)	0	/	5	0.4	/	-26	-15	34	-19
5	CCN(CC)C(=O)c1sc(N)c(C(=O)OC(C)C)c1C	3	-20	-3	4.1	-14	-21	-25	16	-9
6	COC(=O)c1[nH]c2ccccc2c1NC(=O)C(C)N1CCOCC1 (stereo not given)	0	-5	4	-0.3	-17	3	-5	-8	-7
7	CC1(c2ccccc2)NC(=O)N(NC(=O)COC(=O)c2cc(Br)ccc2O)C1=O (stereo not given)	1	-5	0	2.4	-9	-5	2	5	-14
8	COc1ccc(Br)cc1C1CC(=O)N2CN(Cc3ccccc3)CSC2=C1C#N (stereo not given)	18	-5	-1	3.6	-10	2	27	15	-8
9	CC(=O)c1ccccc1NC(=O)COC(=O)c1cc2ccccc2[nH]1	11	-5	-4	2.4	-23	-5	35	9	4
10	COc1ccc(C(C[N+](=O)[O-])c2c(C)[nH]c3ccccc23)cc1OC (stereo not given)	5	-8	-1	1.7	-5	7	5	12	-4
11	c1ccc(Nc2nc3ccccc3n3cnnc23)cc1	-2	-6	-2	0.8	-2	-6	1	14	-10
12	O=C(CC[C@H]1O[C@@H](n2ccc(=O)[nH]c2=O)[C@H](O)[C@@H]1O)N[C@H](Cc1ccccc1)C(=O)NCCCN1CCCC1=O	4	/	1	0.4	/	-4	-13	11	-9
13	Cc1ccc(NC(=O)CN(C)C(=O)CSc2ncc(C(F)(F)F)cc2Cl)cc1	1	6	-2	1.3	-22	-14	10	15	-6
14	O=C1CCC([N+](=O)[O-])C(c2cccc3ccccc23)N1 (stereo not given)	0	6	0	1.4	-6	-17	-6	17	-8
15	Oc1cccc(C=NCc2ccccc2)c1O	10	0	0	-0.8	1	15	4	14	4

item	Structure	TAAR1 ag	OXTR potentiate	M1 ag	CHO-K1 Ca ag	CHO parental Ca	CHO-K1 Ca antag	TAAR1 antag	CHO-K1 Ca PAM	M1 antag
16	CC(C)C(=O)Nc1ccc2nn(-c3ccc(F)cc3)nc2c1	/	-2	-2	1.3	-1	-4	/	7	5
17	O=C(O)c1csc(-c2ccc(Cl)cc2)n1	2	0	-2	0.7	-5	-9	-26	8	-15
18	CCc1cc2c3c([nH]c2cc1S(=O)(=O)N1CCC2(CC1)OCCO2)CCCC3=O	8	-11	-2	2.4	-3	-2	-13	10	9
19	COc1cc(/C=N/NC(=O)c2nonc2C)ccc1O	3	-4	-3	0.1	-2	-3	-7	-1	1
20	N=c1ncn(Cc2ccccc2)c2nc(SCCOc3ccccc3)[nH]c12	1	-9	1	2.0	-18	-11	-10	17	-7
21	CCOC(=O)c1oc2ccccc2c1CN1CC(C)OC(C)C1 (stereo not given)	1	4	-2	-0.9	-16	6	-13	13	-3
22	Cc1cc(C)c(C(=O)OCC(=O)Nc2cccc(S(=O)(=O)N3CCCCC3)c2)c(C)c1	2	-1	-3	10	-9	6	11	-9	10
23	COc1ccccc1CCC(=O)OC(C)C(=O)Nc1c(C)n(C)n(-c2ccccc2)c1=O (stereo not given)	-2	-5	-7	-0.8	2	-6	-17	6	-3
24	Cc1cc(C)cc(NC(=O)c2cc(Cl)sc2Cl)c1	-3	2	-9	0.1	-11	-5	-11	15	-13
25	Nc1ccn([C@H]2C[C@H](O)[C@@H](CO)O2)c(=O)n1	1&1	-6&-3	-5&-2	1.8&0.7	-8&-9	-13&3	1&-30	31&-8	-32&-16
26	CCOC(=O)/C=C1\SCC(=O)N1CC(=O)Nc1ccc2c(c1)CCC2	13	-3	-3	0.5	-16	-14	-17	2	20
27	COc1ccc(CN(C(=S)Nc2ccccc2)C2CC(=O)N(c3ccc(F)cc3)C2=O)cc1 (stereo not given)	15	-22	-3	2.8	-14	-20	35	26	-1
28	CSCCC(NC(=O)c1ccccc1Cl)C(=O)NCC(c1ccco1)N1CCCCC1 (stereo not given)	1	4	-5	0.1	-21	-6	-34	16	-7
29	CC1(C(=O)Nc2cnc3ccccc3c2)CCN1C(=O)CC(c1ccccc1)c1ccccc1 (stereo not given)	0	/	-6	0.7	/	-1	41	2	2
30	Cc1ccc(C2=NS(=O)(=O)N(C)C(C(=O)N3CCCCC3)=C2)cc1	3	0	-1	0.4	-17	3	-1	-3	0

Sorted by SMILES length (low to high): part of the list above
item	Structure	TAAR1 ag	OXTR potentiate	M1 ag	CHO-K1 Ca ag	CHO parental Ca	CHO-K1 Ca antag	TAAR1 antag	CHO-K1 Ca PAM	M1 antag
17	O=C(O)c1csc(-c2ccc(Cl)cc2)n1	2	0	-2	0.7	-5	-9	-26	8	-15
19	COc1cc(/C=N/NC(=O)c2nonc2C)ccc1O	3	-4	-3	0.1	-2	-3	-7	-1	1
24	Cc1cc(C)cc(NC(=O)c2cc(Cl)sc2Cl)c1	-3	2	-9	0.1	-11	-5	-11	15	-13
21	CCOC(=O)c1oc2ccccc2c1CN1CC(C)OC(C)C1 (stereo not given)	1	4	-2	-0.9	-16	6	-13	13	-3
16	CC(C)C(=O)Nc1ccc2nn(-c3ccc(F)cc3)nc2c1	/	-2	-2	1.3	-1	-4	/	7	5
25	Nc1ccn([C@H]2C[C@H](O)[C@@H](CO)O2)c(=O)n1	1&1	-6&-3	-5&-2	1.8&0.7	-8&-9	-13&3	1&-30	31&-8	-32&-16
26	CCOC(=O)/C=C1\SCC(=O)N1CC(=O)Nc1ccc2c(c1)CCC2	13	-3	-3	0.5	-16	-14	-17	2	20
28	CSCCC(NC(=O)c1ccccc1Cl)C(=O)NCC(c1ccco1)N1CCCCC1 (stereo not given)	1	4	-5	0.1	-21	-6	-34	16	-7
18	CCc1cc2c3c([nH]c2cc1S(=O)(=O)N1CCC2(CC1)OCCO2)CCCC3=O	8	-11	-2	2.4	-3	-2	-13	10	9
29	CC1(C(=O)Nc2cnc3ccccc3c2)CCN1C(=O)CC(c1ccccc1)c1ccccc1 (stereo not given)	0	/	-6	0.7	/	-1	41	2	2
27	COc1ccc(CN(C(=S)Nc2ccccc2)C2CC(=O)N(c3ccc(F)cc3)C2=O)cc1 (stereo not given)	15	-22	-3	2.8	-14	-20	35	26	-1
22	Cc1cc(C)c(C(=O)OCC(=O)Nc2cccc(S(=O)(=O)N3CCCCC3)c2)c(C)c1	2	-1	-3	10	-9	6	11	-9	10

(more compounds)
item	Structure	TAAR1 ag	OXTR potentiate	M1 ag	CHO-K1 Ca ag	CHO parental Ca	CHO-K1 Ca antag	TAAR1 antag	CHO-K1 Ca PAM	M1 antag
31	O=C(NCC(=O)N(c1ccccc1F)C(C(=O)NCC1CCCO1)c1ccccc1)c1ccco1 (stereo not given)	12	-10	6	3.9	-13	7	43	-2	24
32	COc1ccc(C2=C(O)C(C)N(c3ccccc3)C2=N)cc1OC (stereo not given)	-1	1	-2	0.8	3	-21	0	17	2
33	CNC(=O)c1ccsc1NC(=O)C1CCN(S(=O)(=O)c2ccc(Cl)s2)CC1	12	-5	-3	5.8	-8	6	58*	0	20
34	CC1Cc2ccccc2N1C(=O)CSc1nc(-c2ccccc2)cs1 (stereo not given)	14	-5	-7	-0.4	-15	-1	13	15	-6
35	COc1cccc(N/C=C(\C#N)c2ccc(OCCCF)cc2)c1	2	-6	-7	-0.8	-12	-13	27	14	-22
36	CC(=O)N1CCN(C(=O)C2(NC(=O)Nc3ccccc3Cl)CCCCC2)CC1	-2	-6	-2	0.5	-4	-17	-4	3	-11
37	CN(C)c1cc(-c2ccc([N+](=O)[O-])cc2)oc(=O)c1Cl	0	-4	-3	0.6	-12	-6	-4	24	-23
38	CC1(Cc2ccc(OC(F)(F)F)cc2)C(=O)Nc2ccc(S(=O)(=O)NC3CCCCC3)cc21 (stereo not given)	4	/	-1	2.4	/	0	-5	19	5
39	COc1cc(C(c2sc3nc(C)nn3c2O)N2CCc3ccccc3C2)cc(OC)c1OC (stereo not given)	45*	-2	-1	0.3	-8	2	-43	19	-10
40	Cc1[nH]c2ccccc2c1C(=O)COC(=O)Cn1cnc2ccccc21	4	-1	-4	2.6	-5	10	17	16	-3
41	COC(=O)C1=NN(c2ccc(Cl)cc2)C2C(=O)N(c3ccccc3OC)C(=O)C12 (stereo not given)	1	-8	-7	0.8	-19	4	-8	-8	-9
42	Cc1cc(C)c(-c2csc(NC(=O)CCCc3nc4ccccc4c(=O)[nH]3)n2)c(C)c1	-1	-6	-7	1.7	-12	-6	0	0	19
43	O=C(NCCCN1CCc2ccccc2C1)Nc1ccc(Cl)cc1	13	-6	-5	5.7	-6	-2	3	4	28
44	CCCc1nc2ccccc2c(=O)n1NC(=O)c1c(O)c2ccccc2[nH]c1=O	3	3	-3	0.2	-18	-25	-4	26	0
45	CC1CCC2(CC1)NC(=O)N(NC(=O)c1cccc(N(C)C)c1)C2=O (stereo not given)	10	-3	-3	0.4	-18	-11	-12	3	-9

item	Structure	TAAR1 ag	OXTR potentiate	M1 ag	CHO-K1 Ca ag	CHO parental Ca	CHO-K1 Ca antag	TAAR1 antag	CHO-K1 Ca PAM	M1 antag
46	COc1ccc(/C(C)=N/NC(=O)CNC(=O)/C=C\c2ccco2)cc1	2	-10	-8	-0.7	1	2	-2	9	-6
47	COc1ccccc1NC(=O)C1CCCN(c2cnccn2)C1 (stereo not given)	0	2	-1	0.8	-9	-11	-11	20	-8
48	NS(=O)(=O)c1ccc(CCNC(=O)CSc2nc3c(sc(=S)n3-c3ccccc3)c(=O)[nH]2)cc1	0	/	-3	0.2	/	-11	-14	3	-25
49	CCCCC(=O)Nc1cccc(NC(=S)NC(=O)Cc2ccccc2)c1	0	-9	-5	1.3	-13	8	-8	-8	-2
50	CC(=O)Nc1ccc(NC(=O)CSc2nc3ccccc3nc2N2CCC(C)CC2)cc1	4	-8	-3	1.5	-5	-4	-34	8	-8
